hERG rescue – hERG (human) protection from proarrhythmic block; Q12809; CHO-hERG, FluxOR thallium flux, dofetilide IC70 present; activation (rescue from dofetilide block), less the hit threshold, % at 10 µM; actives 0.51% (n = 310,000); AID 1511;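 active = activation above the mean of controls blocked by dofetilide plus 5 SD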;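 also: thallium influx through hERG after potassium depolarization seen as dye fluorescence rise; in these data hits start at about 4.7%; inactives centre near -7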
KCNK3 block – human KCNK3 channel inhibition, primary screen. actives 0.84% (n = 340,000). B-score at 10 µM. O14649. CHO-KCNK3 thallium flux, FluxOR fluorescence; stronger effect = lower value;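 active = B-score under library mean minus 4 SD, starting fluorescence ratio at most library mean plus 5 SD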;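 also: more negative B-score means stronger inhibition of thallium flux through KCNK3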
RGS4 act – potentiators or activators of RGS4 | B-score at 10 µM | HEK293 M3R/inducible RGS4, carbachol calcium flux Fluo4; stronger effect = lower value | actives 0.92% (n = 310,000);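 active = B-score of the integrated calcium signal more than 4 SD below the library mean, with starting fluorescence not abnormally high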;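 also: negative B-score means reduced calcium response which marks RGS4 activation or potentiation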
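test system = M3R-expressing HEK293 line, RGS4 induced by doxycycline | probe or stimulus = carbachol at ECmax as muscarinic agonist stimulus | timing = dye loading 30 min 37 °C, buffer rest 30 min RT | signal = calcium dye Fluo4 fluorescence | evaluation = B score from integrated fluorescence ratio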
KCNQ1 act – potentiates or activates the human KCNQ1 potassium channel; P51787; CHO-K1 KCNQ1, thallium flux FluxOR fluorescence; stronger effect = higher value; B-score at 10 µM; actives 0.35% (n = 310,000); AID 2648;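 active = fluorescence ratio B-score, a plate-corrected score, at least three library SD, with initial intensity B-score within 5 SD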
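Material: CHO-K1 cells stably expressing KCNQ1. Medium: assay buffer for compound exposure, DMSO matched across wells. Reagent: K+/Tl+ depolarizing stimulus. Compound dosing: single-concentration screen. Times: 37 °C overnight plating, 90-min dark dye load, 20-min compound pretreatment. Technique: FluxOR Tl+ flux fluorescence.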
HDAC3 inhib – inhibitors of human histone deacetylase 3; inhibition, % at 8.3 µM; actives 0.15% (n = 320,000); O15379; recombinant HDAC3, fluorogenic peptide/trypsin coupled, fluorescence; AID 2718; in the data active = inhibition above about 26%, passing the limit was not always enough; inconclusive = no clear call, values can overlap the other calls
KCNQ1 block – blocks the human KCNQ1 potassium channel | P51787 | CHO-K1 KCNQ1, FluxOR thallium flux fluorescence; stronger effect = higher value | B-score at 10 µM | actives 1.3% (n = 310,000);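 active = compounds whose thallium flux B-score, printed positive for inhibition, exceeds three library SD while starting fluorescence stays within three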;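 also: channel opened by potassium depolarization with thallium stimulus after 20 min compound exposure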
SKKanGAS inh – SKKanGAS growth inhibition | actives 1.3% (n = 300,000) | AID 1662 | S. pyogenes SKKanGAS, kanamycin growth, BacTiter-Glo, 6 h | inhibition, % at 7.5 µM;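 active = mean replicate score, as percent of positive control median, at least 50; inconclusive = mean below 50 but one replicate at or above 50; inactive = mean and every replicate below 50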;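 also: strain carries kanamycin resistance gene driven by streptokinase promoter and grows in 40 µg/ml kanamycin; loss of luminescence reflects streptokinase promoter inhibition or plain growth inhibition; 0% = median of DMSO wells and 100% = positive control at its reference dose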
ANO1 block – mouse TMEM16A channel inhibition, primary screen | HEK293 TMEM16A/YFP iodide influx fluorescence, ionomycin | Q8BHY3 | actives 1.2% (n = 310,000) | normalized B-score (activity score, 25-100; higher = stronger inhibition) at 10 µM;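 active = ratio plate-corrected score three or more library SD toward inhibition, starting fluorescence score within five deviations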;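 also: score derived from kinetic fluorescence span divided by baseline fluorescence per well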
Target sequence (Q8BHY3 whole entry, looked up): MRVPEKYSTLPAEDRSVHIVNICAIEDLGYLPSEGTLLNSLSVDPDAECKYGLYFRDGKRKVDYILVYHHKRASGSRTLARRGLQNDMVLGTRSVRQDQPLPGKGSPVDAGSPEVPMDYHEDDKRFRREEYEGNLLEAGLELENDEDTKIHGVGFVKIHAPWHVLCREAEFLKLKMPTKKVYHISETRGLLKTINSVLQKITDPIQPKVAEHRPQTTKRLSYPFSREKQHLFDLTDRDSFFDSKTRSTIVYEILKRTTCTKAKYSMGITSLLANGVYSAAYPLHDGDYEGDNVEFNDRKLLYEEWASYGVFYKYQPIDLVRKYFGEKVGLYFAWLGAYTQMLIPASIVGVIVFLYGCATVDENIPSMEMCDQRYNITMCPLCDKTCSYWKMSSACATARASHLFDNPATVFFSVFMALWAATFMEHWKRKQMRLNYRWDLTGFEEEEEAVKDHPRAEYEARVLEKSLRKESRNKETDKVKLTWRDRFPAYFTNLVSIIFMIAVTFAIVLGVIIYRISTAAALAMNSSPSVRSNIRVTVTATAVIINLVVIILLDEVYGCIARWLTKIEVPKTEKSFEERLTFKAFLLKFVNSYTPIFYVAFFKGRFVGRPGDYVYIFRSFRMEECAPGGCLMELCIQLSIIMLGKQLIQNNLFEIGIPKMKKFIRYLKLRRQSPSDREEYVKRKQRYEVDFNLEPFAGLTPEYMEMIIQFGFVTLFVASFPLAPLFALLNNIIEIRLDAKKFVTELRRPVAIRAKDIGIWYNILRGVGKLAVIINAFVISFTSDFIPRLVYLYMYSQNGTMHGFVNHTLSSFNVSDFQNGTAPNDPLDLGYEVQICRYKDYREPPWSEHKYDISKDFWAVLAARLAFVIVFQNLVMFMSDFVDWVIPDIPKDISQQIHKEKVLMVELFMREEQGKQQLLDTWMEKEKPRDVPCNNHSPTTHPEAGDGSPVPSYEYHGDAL
KCNK9 inh – inhibitors of human KCNK9 two-pore domain potassium channel; Q9NPC2; HEK293 KCNK9, FluxOR thallium flux fluorescence; stronger effect = lower value; B-score at 10 µM; actives 1.2% (n = 310,000); AID 488922;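 active = ratio B-score over 3 SD below the library mean, with starting fluorescence within 5 SD of its mean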;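 also: negative B-score means less thallium flux so channel inhibition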
TMEM16A act – activators or potentiators of mouse TMEM16A chloride channel. B-score at 10 µM. HEK293 TMEM16A/YFP-H148Q/I152L, iodide quench fluorescence; stronger effect = lower value. Q8BHY3. actives 0.3% (n = 340,000);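 active = fluorescence-ratio B-score plate-corrected deviation score at least 3 library SD below zero, with starting fluorescence score within 5 deviations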;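 also: channel opened by trigger with iodide after compound preincubation; score built on the fluorescence ratio of max minus min over baseline; more negative score means more quench and so TMEM16A activation or potentiation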
RGS4 block – human RGS4 inhibition; P49798; HEK293 M3R/RGS4 inducible, Fluo-4 calcium flux; stronger effect = higher value; triggered by carbachol at its EC20; B-score at 10 µM; actives 0.45% (n = 310,000); AID 463165;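 active = B-score, a plate-corrected calcium signal, over three deviations above library mean, with baseline fluorescence within five deviations of library mean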;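 also: RGS4 expression induced by doxycycline in cells with stable M3 receptor; B-score is computed from the integrated fluorescence ratio over baseline after carbachol; higher B-score means a larger calcium signal and so more RGS4 inhibition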
Target sequence (P49798 whole entry, looked up): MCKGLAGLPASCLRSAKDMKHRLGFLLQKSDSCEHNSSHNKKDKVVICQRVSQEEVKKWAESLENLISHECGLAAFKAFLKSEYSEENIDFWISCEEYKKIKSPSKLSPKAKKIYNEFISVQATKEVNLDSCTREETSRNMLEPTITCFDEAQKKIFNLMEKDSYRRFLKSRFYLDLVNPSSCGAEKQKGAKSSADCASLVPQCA
Numbers without * were called inactive; i = inactive; ? = inconclusive; . = no result given.

SMILES	hERG rescue	KCNK3 block	RGS4 act	KCNQ1 act	HDAC3 inhib	KCNQ1 block	SKKanGAS inh	ANO1 block	KCNK9 inh	TMEM16A act	RGS4 block
Cc1ccc(O)c(N=CC2=C(O)c3ccccc3C2=O)c1	-13.9	i	i	i	3.3	i	26.9	i	i	i	i
Cc1ccccc1CSCCC(=O)NCCc1ccccc1	-5.1	i	i	i	3.1	i	-5.4	i	i	i	i
Cc1ccc(/C(N)=N/OC(=O)/C=C/c2ccccc2)cc1	-8.2	i	i	i	5.5	i	-3.1	i	i	i	i
CNC(=O)Nc1cc(C)nn1C	-6.0	i	i	i	8.5	i	6.5	i	i	i	i
O=[N+]([O-])c1c(NCCO)cc(Sc2nc3ccccc3s2)c2nonc12	-7.7	i	i	i	3.3	i	51.8*	i	i	i	i
O=C1CCCCCCCCCC/C(=N\O)CCCO1	-9.8	i	i	i	-1.6	i	-0.3	i	i	i	i
CC1CCN(C(=O)c2ccc(NC(=O)CC3SC(N4CCCC4)=NC3=O)cc2)CC1 (stereo not given)	-3.7	i	i	i	-1.5	i	-3.6	i	i	i	i
CC1=C(C(=O)OCC2CCCO2)C(c2ccccc2)C2=C(CC(C)(C)CC2=O)N1 (stereo not given)	-6.0	i	-8.25*	i	-3.8	i	-7.9	i	i	i	i
CCCCNC(=O)C1=C(N)C(C(=O)Nc2ccc(C)c(S(=O)(=O)N3CCCCC3)c2)SC1=Nc1ccc(C)cc1C (stereo not given)	-10.4	i	i	i	0.3	i	25.4	i	i	i	i
CCn1c(=O)cc(OCC(=O)NCCCN2CCN(c3cccc(Cl)c3)CC2)c2ccccc21	-20.3	i	i	i	6.5	i	6.5	i	i	i	i
Cn1c(=O)[nH]c(=O)c2c1nc(SCC(=O)O)n2CCOc1ccccc1	-8.2	i	i	i	?	i	-4.1	i	i	i	i
COc1ccc(CCN2C(=O)C3CC(C)=C(C)CC3C2=O)cc1OC (stereo not given)	-7.0	i	i	i	-0.1	i	2.3	i	i	i	i
COc1ccc(S(=O)(=O)NCC(c2cccnc2)N2CCN(c3ccccc3)CC2)cc1C (stereo not given)	-6.9	i	i	i	-2.6	i	1.1	i	i	i	i
CCOc1ccc(NC2c3ccccc3C(=O)N2c2ccc(Cl)cn2)cc1 (stereo not given)	-6.5	i	i	i	4.1	i	-0.8	i	i	i	i
O=C(NC1(C(F)(F)F)N=C2SCCN2C1=O)C1CCCCC1 (stereo not given)	-8.6	i	i	i	3.9	i	1.5	i	i	i	i
C#CCn1c(=NC(=O)c2cccs2)sc2cccc(OCC)c21	-8.6	i	i	i	4.2	i	-1.8	i	i	i	i
O=C(CCc1c[nH]c2ccccc12)NCCc1ccccc1	-5.0	i	i	i	0.2	i	3.9	i	i	i	i
CCOC(=O)c1c[nH]n2c(=O)cc(C)nc12	-7.0	i	i	i	-2.3	i	-10.7	i	i	i	i
Cc1cc(-c2n[nH]c(=S)n2-c2ccc(F)cc2)nn1C	-3.8	i	i	i	15.2	i	4.7	i	i	i	i
CCC(=O)Nc1cnc(NC(=O)c2cccc(F)c2)cc1C	0.2	i	i	i	-3.6	i	0.5	i	i	.	i
Cc1cccc(NC(=O)c2cccc3c2C(=O)c2ccccc2-3)c1	-11.7	i	i	i	-1.8	i	-6.5	i	i	i	i
CCOc1ccc(N2C(=O)CC(N3CCC(O)(c4ccc(Br)cc4)CC3)C2=O)cc1 (stereo not given)	-6.4	i	i	i	4.0	i	3.9	i	i	i	i
O=C(Nc1ccc(C(=O)O)cc1)/C(=C\c1cccc([N+](=O)[O-])c1)NC(=O)c1ccc(Br)o1	-6.3	i	i	i	5.7	i	-6.7	i	i	i	i
CCc1ccc(NC(=O)CSc2nc3ccccc3nc2N2CCCCC2)cc1	-5.8	i	i	i	-0.1	i	0.0	i	i	i	i
COc1ccc(C2c3c(ncn(CCCO)c3=N)Oc3ccc4ccccc4c32)cc1 (stereo not given)	-19.7	i	i	i	4.2	i	7.6	i	i	i	i
Cc1c(C(=O)O)sc2c1c(=O)n(Cc1ccccc1)c(=O)n2C	-4.8	i	i	i	3.3	i	9.6	i	i	i	i
COc1ccc(CCC(=O)N(C)CC(=O)Nc2cc(C)ccc2C)cc1	-15.5	i	i	i	-0.4	i	-2.4	i	i	i	i
Cc1nnc2n(c1=O)N=C(c1ccc(Cl)cc1)CS2	-8.4	i	i	i	59.5*	i	2.6	i	i	i	i
C(=C\c1nc(N2CCCCCC2)c2ccccc2n1)/c1ccccc1	-16.4	i	i	i	3.9	i	41.7	i	i	i	i
O=C(NC(Cc1c[nH]c2ccccc12)C(=O)O)c1ccc2c(c1)OCO2 (stereo not given)	-7.9	i	i	i	-2.1	i	2.8	i	i	i	i
Brc1ccc(-c2c[n+]3c(n2-c2ccccc2)SCC3)cc1	-13.0	i	i	i	-0.6	i	4.8	i	i	i	i
CC(=O)[C@@]1(O)[C@H](C)CC2C3CC=C4CC(OP(=O)(O)O)CC[C@]4(C)C3CC[C@@]21C (stereo not given in full)	-7.3	i	i	i	-3.1	i	0.2	i	i	i	i
COc1ccc(-c2cnnn2-c2ccc(NC(=O)c3ccc(S(=O)(=O)N4CCCCC4)cc3)cc2)cc1OC	-11.8	i	i	i	-2.4	i	12.9	i	i	i	i
Cc1ccccc1OCC(=O)Nc1ccc(C)c(S(=O)(=O)N2CCCCCC2)c1	-4.7	i	i	i	.	i	27.4	25*	i	i	i
O=C(Nc1ccc(F)cc1)Nc1ccc2c(c1)CCC2	-11.2	i	i	i	-9.1	i	-1.9	i	i	i	i
Cc1ccccc1C(=O)N1CCN=C1SCc1ccc([N+](=O)[O-])cc1	-7.3	i	i	i	.	i	-1.6	i	i	i	i
COc1ccc(C(=O)COC(=O)c2ccco2)cc1	-6.5	i	i	i	-1.6	i	-7.6	i	i	i	i
COc1ccc(C2CC(=O)c3cnc(N4CCc5ccccc54)nc3C2)cc1OC (stereo not given)	-2.4	.	i	i	-3.9	i	0.5	i	i	.	i
O=C(O)C1CCCN(S(=O)(=O)c2cccs2)C1 (stereo not given)	-3.3	i	i	i	-2.5	i	0.9	i	i	i	i
CC1=CN2C(=N)/C(=C\c3cn(CCCOc4ccccc4)c4ccccc34)C(=O)N=C2S1	-10.5	i	i	i	0.7	i	30.4	i	i	i	i
O=C(NNc1ccnc2cc(Cl)ccc12)C1CCCCC1	-15.8	i	i	i	2.9	i	-1.0	i	i	i	i
Cc1ccc(S(=O)(=O)N(CCO)c2cc3c(s2)CCCC3)cc1	-10.3	i	i	i	2.1	i	0.0	i	i	i	i
O=C(O)c1ccc(N2C(=O)CC(N3CCC(c4nc5ccccc5[nH]4)CC3)C2=O)cc1 (stereo not given)	-12.2	i	i	i	0.8	i	0.4	i	i	i	i
COc1ccc(/C=C(/NC(=O)c2ccco2)C(=O)N2CCc3ccccc32)cc1OC	3.8	i	i	i	5.6	i	9.6	i	i	i	i
CC(=O)C1=C(O)CCC1=N	0.0	i	i	i	-2.5	i	1.3	i	i	i	i
O=C(NC1=NCCS1)c1cccs1	-6.5	i	i	i	11.4	i	-0.6	i	i	i	i
O=C(CN1CCC(NC(=O)c2ccccc2)CC1)NCc1ccccc1F	-10.6	i	i	i	-6.7	i	3.9	i	i	i	i
COc1ccc(CCNC(=O)c2ccc(-c3ccc([N+](=O)[O-])cc3Cl)o2)cc1OC	-12.6	i	i	i	3.3	i	13.8	i	i	i	i
CSc1ccc(S(=O)(=O)NCC(=O)OCC(=O)NCc2ccco2)cc1[N+](=O)[O-]	-15.4	i	i	i	?	i	-3.5	i	i	i	i
O=C(Cc1ccccc1)Nc1cc2c(cc1Cl)OCCCO2	-9.9	i	i	i	-7.6	i	2.9	i	i	i	i
O=C(CSc1nnc(COc2ccccc2)o1)N1CCCCC1	-10.4	i	i	i	1.5	i	-17.4	i	i	i	i
COC(=O)Cn1c2ccc(F)cc2c2nc(C)sc21	-22.0	i	i	i	-3.5	i	1.1	i	i	i	i
CNC(=O)c1sc(-c2ccccn2)nc1C	-3.1	i	i	i	-2.4	i	-2.0	i	i	i	i
CCOc1cccc(-c2nn3c(-c4cc(C)[nH]n4)nnc3s2)c1	0.2	i	i	i	1.3	i	-5.3	i	i	i	i
FC(F)(F)c1ccccc1CN1CCN(C2CCCCCC2)CC1	-5.7	i	i	i	2.3	i	-7.6	i	i	i	i
COc1ccccc1NC(=O)Cn1nnc(-c2ccccc2NC(=O)c2ccco2)n1	-8.4	i	i	i	-5.4	i	6.5	i	i	i	i
Cc1c(NC(=O)c2ccc(COc3ccc4ccccc4c3)o2)c(=O)n(-c2ccccc2)n1C	-1.1	i	i	i	1.1	i	-0.3	i	i	i	i
COc1ccc(NC(=O)CSc2nc3ccc(OC)cc3[nH]2)cc1	-16.2	i	i	i	8.2	i	-16.4	i	i	i	i
Cc1[nH]nc2c1C1(CCOC1C)C(C#N)=C(N)O2 (stereo not given)	-1.6	i	i	i	4.4	i	-14.9	i	i	i	i
O=C1c2ccccc2S(=O)(=O)c2cc(C(=O)N3CCC(N4CCCC4)CC3)ccc21	-6.7	i	i	i	1.6	i	0.6	i	i	i	i

Following part
SMILES	hERG rescue	KCNK3 block	RGS4 act	KCNQ1 act	HDAC3 inhib	KCNQ1 block	SKKanGAS inh	ANO1 block	KCNK9 inh	TMEM16A act	RGS4 block
Cc1ccc[n+](CC(=O)Nc2ccc(N(C)C)cc2)c1	-7.0	i	i	i	1.7	i	13.8	i	i	i	i
CC(C(=O)NC1CCCCC1)N(Cc1ccccc1)C(=O)c1snc(C(N)=O)c1N (stereo not given)	-2.8	i	i	i	-2.0	i	-1.2	i	i	i	i
Cc1cc(C)cc(NC(=O)CN2CCc3ccccc3C2)c1	-3.6	i	i	i	2.1	i	6.2	i	i	i	i
COc1ccc(N(C(=O)C(C)C)S(=O)(=O)c2cccc3cccnc23)cc1	-3.7	i	i	i	-8.0	i	-6.9	i	i	i	i
CS(=O)(=O)N(CC(=O)N1CCc2ccccc2C1)c1ccc(Cl)cc1F	-7.8	i	i	i	-1.8	i	4.8	i	i	i	i
CC(C)c1nnc(NC(=O)CCC(=O)NCc2ccc3c(c2)OCO3)s1	-4.3	i	i	i	5.9	i	-1.8	i	i	i	i
O=C(O)CCC(=O)N1CCN(c2ccccn2)CC1	-7.0	i	i	i	-7.7	i	-3.9	i	i	i	i
Cc1ccc(C(=O)N2CCc3ccccc32)cc1	2.0	i	i	i	1.4	i	2.8	i	i	i	i
Cc1cccc(NC(=O)NC(C)CCc2ccccc2)c1 (stereo not given)	-11.2	i	i	i	4.8	i	-0.1	i	i	i	i

High-throughput results (PubChem BioAssay)
